High-throughput results from PubChem.
OXTR agonist: human OXTR agonists, primary screen, fluorescence, CHO-OTR cells, Fluo-8 calcium. Oxytocin receptor (Homo sapiens), P30559. Fluo-8 calcium fluorescence; normalized: DMSO 0%, oxytocin 100%. activation, % at 3 µM. actives 0.32% (n = 320,000). AID 2435, 2010;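 active means activation above the mean of all tested compounds plus 3 SD, cutoff set per screening run, cut at about 20% in these data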;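 further: peak over basal fluorescence ratio from a 100 s FLIPR kinetic read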
Target sequence (P30559 whole entry, looked up): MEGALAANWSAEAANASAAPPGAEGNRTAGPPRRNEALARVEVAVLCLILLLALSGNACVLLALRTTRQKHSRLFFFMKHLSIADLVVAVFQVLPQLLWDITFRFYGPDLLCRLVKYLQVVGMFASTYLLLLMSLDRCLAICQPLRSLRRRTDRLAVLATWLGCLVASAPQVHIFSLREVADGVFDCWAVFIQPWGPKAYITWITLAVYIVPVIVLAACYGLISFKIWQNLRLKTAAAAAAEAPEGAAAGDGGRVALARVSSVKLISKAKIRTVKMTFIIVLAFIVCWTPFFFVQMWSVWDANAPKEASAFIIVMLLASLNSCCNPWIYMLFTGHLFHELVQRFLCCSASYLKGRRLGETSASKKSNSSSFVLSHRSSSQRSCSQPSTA
The depositor's hits bear a star. Some of the compounds tested; count on the stated rates, not on these rows.

SMILES	OXTR agonist
Oc1ccc(Cl)cc1CNCc1cccc2ccccc12	8.5
COc1ccc(C(=O)OCC(=O)c2ccc(F)cc2)cc1OC	0.2
CCC(CC)CN1CCN=C1Nc1ccccc1	-0.6
Cc1ccc(NC(=O)CCC(=O)N2CCOCC2)nc1	0.2
C/C(CC(=O)Nc1ccccc1C(F)(F)F)=N\NC(=O)c1cnccn1	-0.3
CC1CCCC(NC(=O)COC(=O)c2ccc([N+](=O)[O-])o2)C1C (stereo not given)	2.3
Cc1cccc(C)c1NC(=O)CN1CCN(CC(=O)c2cc(C)n(C3CC3)c2C)CC1	2.7
Cc1ccc(C(=O)NCC(=O)NNC(=O)CN(C)S(=O)(=O)c2ccc(Cl)cc2)s1	-0.8
CC(C)(C)[C@@H]1COC(=O)[C@H](Cc2ccc(F)cc2)C/C=C\C[C@H](CC(=O)N(CCO)Cc2ccccc2)C(=O)N1	-1.3
CC(=O)Nc1ccc(NC(=O)CSc2ncc(C(=O)Nc3ccccc3)c(=O)n2C)cc1	0.4
CC1(C)CC2CC(C)(CN2C(=O)COC(=O)c2cncc(Br)c2)C1 (stereo not given)	-0.5
O=C(CSc1ccc(F)cc1)NCC1(N2CCOCC2)CCCCC1	-0.2
CC(=O)c1csc(-c2cccc(-c3nc4ccc(Cl)cn4c3NC3CCCCC3)c2)c1	-0.3
O=S(=O)(c1ccc2c(c1)OCCO2)N1CCN(S(=O)(=O)c2c(F)cc(F)cc2F)CC1	-1.1
CNc1snc(C)c1C(=O)OCC(=O)NCc1ccccc1OC	4.0
C[C@H](CO)N1C[C@H](C)[C@@H](CN(C)C(=O)Nc2ccc3c(c2)OCO3)Oc2c(NS(=O)(=O)c3ccc(F)cc3)cccc2C1=O	-1.0
CC(C)CCCC(C)NC(=O)c1cc(S(=O)(=O)N2CCCCC2)ccc1N1CCOCC1 (stereo not given)	-2.0
O=C(COC(=O)c1ccc(O)cc1)Nc1cccc(S(=O)(=O)NC2=NCCC2)c1	-0.6
CC1CCCCN1C(=S)NC(=O)c1ccco1 (stereo not given)	1.1
O=C(Cn1cc(C(F)(F)F)ccc1=O)Nc1ccc2c(c1)OCCO2	-0.6

As entered above.
For OXTR agonist, Cc1ccc(C(=O)NCC(=O)NNC(=O)CN(C)S(=O)(=O)c2ccc(Cl)cc2)s1 has -0.8
For OXTR agonist, C/C(CC(=O)Nc1ccccc1C(F)(F)F)=N\NC(=O)c1cnccn1 has -0.3
For OXTR agonist, CNc1snc(C)c1C(=O)OCC(=O)NCc1ccccc1OC has 4.0
For OXTR agonist, C[C@H](CO)N1C[C@H](C)[C@@H](CN(C)C(=O)Nc2ccc3c(c2)OCO3)Oc2c(NS(=O)(=O)c3ccc(F)cc3)cccc2C1=O has -1.0
For OXTR agonist, Cc1ccc(NC(=O)CCC(=O)N2CCOCC2)nc1 has 0.2
For OXTR agonist, O=C(COC(=O)c1ccc(O)cc1)Nc1cccc(S(=O)(=O)NC2=NCCC2)c1 has -0.6
For OXTR agonist, CC1CCCC(NC(=O)COC(=O)c2ccc([N+](=O)[O-])o2)C1C (stereo not given) has 2.3

3 structures out of the list, ordered by length of the SMILES, falling.
SMILES	OXTR agonist
CC(C)(C)[C@@H]1COC(=O)[C@H](Cc2ccc(F)cc2)C/C=C\C[C@H](CC(=O)N(CCO)Cc2ccccc2)C(=O)N1	-1.3
CC(=O)c1csc(-c2cccc(-c3nc4ccc(Cl)cn4c3NC3CCCCC3)c2)c1	-0.3
CC1(C)CC2CC(C)(CN2C(=O)COC(=O)c2cncc(Br)c2)C1 (stereo not given)	-0.5

The results go on.
SMILES	OXTR agonist
Cc1cc(O)cc(=O)n1Cc1ccccc1	0.8
COc1ccc(NC(=O)CCCc2nc3ccccc3c(=O)[nH]2)cc1Cl	-1.4
CN1CCN(S(=O)(=O)c2cccc(C(=O)N(C)CC(=O)Nc3ccc(F)c(F)c3F)c2)CC1	-0.6
COc1cccc(NC(=O)CN(C)C(=O)CSCc2nc3scc(-c4cccs4)c3c(=O)[nH]2)c1	-0.8
O=C(CN1C(=O)NC2(CCCC2)C1=O)NNC(=O)c1ccc(Br)cc1	1.0
COc1ccc(C)cc1-n1nnnc1SC(C)C(=O)NC1CCCC1 (stereo not given)	-0.3
CC(CCc1ccccc1)NC(=O)CCNC(=O)c1ccccc1Cl (stereo not given)	0.8
COC(=O)[C@]1(C)CCC[C@@]2(C)C3CC[C@@]4(C)C[C@]3(CCC21)CC(=O)N4 (stereo not given in full)	0.7
CCOC(=O)c1cccc(OS(=O)(=O)Cc2ccccc2)c1	-0.2
CCCCn1c(N)c(N(CC(C)C)C(=O)c2cnc(C)cn2)c(=O)[nH]c1=O	0.5
CCn1c(=O)[nH]c2cc(Cl)c(Cl)cc21	-0.5
CCOc1ccc(S(=O)(=O)N2CCOCC2)cc1NS(=O)(=O)c1ccc(OC)c([N+](=O)[O-])c1	-0.8
COc1cccc(OC)c1C(=O)OCC(=O)N1CCC(Cc2ccccc2)CC1	0.8
Cc1ccc(C(=O)OCc2nnc(-c3ccccc3)o2)s1	-1.2
Cc1cc(S(=O)(=O)c2ccc([N+](=O)[O-])cn2)ccc1Br	12
COc1ccc(C)cc1NC(=O)COC(=O)c1ccc2ccccc2n1	-1.0
Cc1cc(C)c(C(=O)COC(=O)C2CC3CCCC(C2)C3=O)c(C)c1 (stereo not given)	-1.7
Cc1nn(-c2ccccc2)c(C)c1C(=O)OC(C)C(=O)Nc1ccc(C(N)=O)cc1 (stereo not given)	-0.7
COc1ccc(C2=CC(=O)C[C@H](c3ccc(F)cc3)C2)cc1OC	-1.1
N#C/C(=C\c1ccc(O)c(O)c1)C(=O)NCCc1ccccc1	1.7
CCCOc1ccc(NC(=O)CC2C(=O)Nc3ccccc3N2CC(=O)N2CCCC2)cc1 (stereo not given)	-1.2
CC(=O)Nc1ccc(NC(=O)C(C)OC(=O)c2cccc(S(=O)(=O)N3CCCCCC3)c2)cc1 (stereo not given)	-0.8
CC1CCCC(C)N1C(=O)COC(=O)C1CCN(S(=O)(=O)c2c(Cl)cccc2Cl)CC1 (stereo not given)	2.3
O=C(NC1CC1)c1cccc(S(=O)(=O)N2CCOCC2)c1	1.1
COc1ccc(NC(=O)CN(C)CC(=O)N(CC(C)C)c2c(N)n(CC(C)C)c(=O)[nH]c2=O)cc1	0.8
Cc1c(C(=O)N2CCN(c3ccccc3)CC2)oc2c(Cl)cccc12	-1.7
COc1cccc(CN(C)C(=O)CN2C(=O)NC3(CCCc4ccccc43)C2=O)c1 (stereo not given)	0.8
CCOc1ccc(-c2cccc(NS(=O)(=O)c3ccc([N+](=O)[O-])cc3)c2)nn1	-1.6
COc1ccc(S(=O)(=O)N2CCCCC2)cc1NC(=O)COC(=O)c1ccco1	2.3
CCc1ccc2cccc3c2c1N=CN3C	-1.5
COc1ccc(S(=O)(=O)N2CCN(Cc3cccc([N+](=O)[O-])c3)CC2)cc1	-3.2
COc1ccc(N(CCC(=O)Nc2ccccc2F)S(=O)(=O)c2ccc(C)cc2C)cc1	-1.1
O=C(NCCCN1CCCC1=O)c1ccc([N+](=O)[O-])s1	-0.1
CN(C(=O)c1cccc(NC(=O)Cc2ccc([N+](=O)[O-])cc2)c1)C1CCCC1	5.9
COc1cc(C(=O)OCCCc2cc3ccccc3c(=O)o2)cc(OC)c1OC	0.0
Cc1nc(SCC(=O)NCC2CCCO2)nc(C)c1C (stereo not given)	1.2
OC[C@H]1NC[C@@H](O)[C@@H]1O	0.1
CC(=O)N1CCN(C(=O)CN2C(=O)NC(C)(c3ccc4ccccc4c3)C2=O)CC1 (stereo not given)	2.2
O=C(c1cc2ccccc2cc1O)N1CCN(c2cccc(Cl)c2)CC1	1.7
COc1ccc(S(=O)(=O)N2CCOCC2)cc1NC(=O)CSc1nnc(NC2CC2)s1	-0.4

Brought forward from above: 5 entries, then new ones.
SMILES	OXTR agonist
Cc1nc(SCC(=O)NCC2CCCO2)nc(C)c1C (stereo not given)	1.2
OC[C@H]1NC[C@@H](O)[C@@H]1O	0.1
CC(=O)N1CCN(C(=O)CN2C(=O)NC(C)(c3ccc4ccccc4c3)C2=O)CC1 (stereo not given)	2.2
O=C(c1cc2ccccc2cc1O)N1CCN(c2cccc(Cl)c2)CC1	1.7
COc1ccc(S(=O)(=O)N2CCOCC2)cc1NC(=O)CSc1nnc(NC2CC2)s1	-0.4
COc1ccc2c(c1)c(C(=O)CN1CCCCC1)c(C)n2C	-0.5
COc1cc(NC(=O)c2[nH]cnc2C(N)=O)cc(C(=O)Nc2cccc(C(F)(F)F)c2)c1	0.0
COc1ccccc1C(=O)NC(=O)COC(=O)CCOc1ccc(C)cc1	-1.2
O=C(CNC(=O)c1ccc(Cl)c([N+](=O)[O-])c1)OC1CCCCC1=O (stereo not given)	-0.1
Cn1cc(S(=O)(=O)N2CCOCC2)cc1C(=O)O	1.6
Cc1ccc(C)c(S(=O)(=O)N2CCN(C(=O)c3ccccc3Cc3ccccc3)CC2)c1	-1.9
O=C(COC(=O)c1n[nH]c(=O)c2ccccc12)NCc1ccccc1	-1.5
CC(C)Cn1c(N)c(C(=O)COC(=O)c2ccc(Br)cc2)c(=O)n(C)c1=O	6.9
CC(C)Cn1c(N)c(C(=O)COC(=O)c2ccc(O)cc2O)c(=O)n(C)c1=O	5.2
COc1ccc(NS(=O)(=O)c2ccc(C(=O)N3CCCCCC3)cc2)cc1	27*
COc1cccc(NC(=O)CN(C)C(=O)/C=C/c2ccc3ccccc3n2)c1	-1.7
CCC(C(=O)OCC(=O)N1CCN(S(=O)(=O)c2ccc(C)cc2C)CC1)c1ccccc1 (stereo not given)	0.1
O=C(COC(=O)c1cc([N+](=O)[O-])ccc1N1CCOCC1)c1ccc(OC(F)F)cc1OC(F)F	1.6
O=C(Nc1cc(-c2ccccc2)nn1-c1ccccc1)c1ccccc1F	-1.4
COc1cc(OC)cc(-c2c(-c3cccs3)c3cc(-c4ccn[nH]4)ccc3n2C)c1	2.4
CC1(C)NC(=O)N(CCC(=O)Nc2cc(C(F)(F)F)ccc2Cl)C1=O	-0.2
O=c1[nH]c(=O)c2cn[nH]c2[nH]1	3.0
N#CC1(NC(=O)CSc2nnc(COc3ccccc3F)n2N)CCCCC1	0.3
COc1ccccc1C(=O)OCc1c(-c2ccccc2)ncc2ccccc12	-1.0
C#CCOCCOCCOCCNc1nc(N2CCN(C(=O)[C@H](CC(N)=O)n3cc([C@@H](N)CC(N)=O)nn3)CC2)nc(N2CCN(C(=O)[C@H](CC(N)=O)n3cc([C@@H](N)CC(N)=O)nn3)CC2)n1	-0.4
CCCn1c(C)cc(/C=C(\C#N)C(=O)OCC(=O)Nc2cccc(S(N)(=O)=O)c2)c1C	-1.3
CC(Sc1nccn1C)C(=O)Nc1ccc(C(N)=O)cc1 (stereo not given)	0.2
Cc1cnc(C(=O)OC(C)C(=O)Nc2cccc3ccccc23)cn1 (stereo not given)	1.2
COC(=O)[C@@H]1CC[C@@](C)(c2ccc(OC)cc2)C1(C)C	-2.6
Cc1ccccc1S(=O)(=O)N1[C@@H](c2ccc(Br)cc2)C(C(=O)O)=CC[C@H]1c1ccc(Cl)cc1	1.0
Cc1cc(C(=O)OCC(=O)N(C)c2ccccc2)c2ccccc2n1	0.9
O=C(CCCN=C1NS(=O)(=O)c2ccccc21)Nc1ccc(Cl)cc1	0.9
COc1cc(-c2noc(C)c2C(=O)NCC[C@@H]2CCCN2C)cc(OC)c1OC	2.5
Cc1cc(Sc2ccc([N+](=O)[O-])cn2)ccc1Br	-2.7
C=CCN1C(=O)c2ccc(C(=O)N(C)CC(=O)Nc3c(C)cccc3C)cc2C1=O	0.4
CCOc1cc(-c2nnc(NC(=O)c3ccco3)o2)cc(OCC)c1OCC	-2.3
COCCn1ccc2c(OCC(=O)Nc3cc(OC)ccc3OC)cccc2c1=O	-2.4
CC1(NC(=O)Cc2c(Cl)cccc2Cl)CCS(=O)(=O)C1 (stereo not given)	0.9
COc1ccc([C@H]2CC(=O)C=C(c3ccc(NC(C)=O)cc3)C2)cc1OC	1.5
O=C(/C=C/c1cccc(C(F)(F)F)c1)OCC(=O)N1CCN(c2ccccc2)CC1	-0.3
CC(C)(C)OC(=O)C[C@@H]1C/C=C\C[C@H](CC(=O)N(CCO)Cc2ccccc2)C(=O)N[C@@H](Cc2c[nH]c3ccccc23)COC1=O	-1.0
CCOc1ccc(C(=O)NCC(=O)N2CCN(Cc3ccccc3)CC2)cc1	1.0
C[C@@H]1O[C@@H](O[C@@H]2[C@@H](O)[C@H](OCCc3ccc(O)c(O)c3)O[C@H](CO)[C@H]2OC(=O)/C=C/c2ccc(O)c(O)c2)[C@H](O)[C@H](O)[C@H]1O	1.9
CC(C)(C)OC(=O)C[C@H]1C/C=C\C[C@@H](CC(=O)N[C@H](CO)Cc2ccccc2)C(=O)NC[C@@H](c2ccccc2)OC1=O	0.1
COc1cc(C(=O)Nc2cc3c4c(c2)CC(=O)N4CCC3)cc(OC)c1OC	-0.7
COCCN(C(=O)COC(=O)CC(C)c1ccccc1)c1c(N)n(Cc2ccccc2)c(=O)[nH]c1=O (stereo not given)	-0.1
CCCCN1CC(=O)N2[C@H]3c4ccccc4OC[C@@H]3[C@H](c3ccccc3)[C@]2(C)C1=O	-1.8
CCCc1cc(=O)[nH]c(SCC(=O)NC(=O)NC2CCCC2)n1	6.1
CCOc1ccc(S(=O)(=O)N2CCOCC2)cc1NC(=O)CN1C(=O)NC(C)(c2ccccc2)C1=O (stereo not given)	-0.4
COc1ccccc1CNC(=O)COC(=O)/C=C/c1ccc(OC(F)F)c(OC)c1	-1.2
COc1ccccc1-c1oc2ccccc2c1C#CCO	-0.3
Nc1nnn(-c2ccccc2)c1-c1ccccc1	0.2
CCOC(=O)c1[nH]c(C)c(C(=O)OCC(=O)NCc2ccc(OC)cc2)c1C	-0.7
O=C(NCCC(=O)N1CCN(c2ccccc2O)CC1)c1ccc(Cl)cc1	-0.6
COc1ccc(CN(C)C(=O)c2ccc(NC(=O)CC3SC(N4CCCC4)=NC3=O)cc2)c(OC)c1OC (stereo not given)	-0.1
CN(C(=O)c1ccc(NC(=O)Cc2ccc(NC(=O)C3CCCN(C(=O)C4CCCCC4)C3)cc2)cc1)C1CC1 (stereo not given)	-0.4
COc1ccc(NS(=O)(=O)c2cc(NC(=O)c3ccccn3)ccc2OC)cc1Br	5.9
COc1ccc(-c2nc(N)nc(N)n2)c(O)c1	0.2
